# hcDAF-12 act: activates DAF-12 receptor from parasite H. contortus. HEK293 hcDAF-12 lit1-tk-luc reporter, luminescence; 0% DMSO, 100% Δ7-dafachronic acid. AID 652067. activation, % at 6.8 µM. actives 1.4% (n = 370,000);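 active = activation above the mean of all tested compounds plus 3 SD, cut at about 5.5% in these data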;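 also: 100% = response to 3 µM Δ7-dafachronic acid high control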
# GC-B act: GC-B (human) receptor activation; P20594; HEK293-GC-B cells, CNP EC30, cGMP TR-FRET; 0% at EC30 CNP, 100% saturating CNP; activation, % at 10 µM; actives 0.11% (n = 370,000);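 active = activation at 10 µM reaching about 35% in either raw or pattern-adjusted values, limit read from the data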
# Target sequence (P20594 whole entry, looked up): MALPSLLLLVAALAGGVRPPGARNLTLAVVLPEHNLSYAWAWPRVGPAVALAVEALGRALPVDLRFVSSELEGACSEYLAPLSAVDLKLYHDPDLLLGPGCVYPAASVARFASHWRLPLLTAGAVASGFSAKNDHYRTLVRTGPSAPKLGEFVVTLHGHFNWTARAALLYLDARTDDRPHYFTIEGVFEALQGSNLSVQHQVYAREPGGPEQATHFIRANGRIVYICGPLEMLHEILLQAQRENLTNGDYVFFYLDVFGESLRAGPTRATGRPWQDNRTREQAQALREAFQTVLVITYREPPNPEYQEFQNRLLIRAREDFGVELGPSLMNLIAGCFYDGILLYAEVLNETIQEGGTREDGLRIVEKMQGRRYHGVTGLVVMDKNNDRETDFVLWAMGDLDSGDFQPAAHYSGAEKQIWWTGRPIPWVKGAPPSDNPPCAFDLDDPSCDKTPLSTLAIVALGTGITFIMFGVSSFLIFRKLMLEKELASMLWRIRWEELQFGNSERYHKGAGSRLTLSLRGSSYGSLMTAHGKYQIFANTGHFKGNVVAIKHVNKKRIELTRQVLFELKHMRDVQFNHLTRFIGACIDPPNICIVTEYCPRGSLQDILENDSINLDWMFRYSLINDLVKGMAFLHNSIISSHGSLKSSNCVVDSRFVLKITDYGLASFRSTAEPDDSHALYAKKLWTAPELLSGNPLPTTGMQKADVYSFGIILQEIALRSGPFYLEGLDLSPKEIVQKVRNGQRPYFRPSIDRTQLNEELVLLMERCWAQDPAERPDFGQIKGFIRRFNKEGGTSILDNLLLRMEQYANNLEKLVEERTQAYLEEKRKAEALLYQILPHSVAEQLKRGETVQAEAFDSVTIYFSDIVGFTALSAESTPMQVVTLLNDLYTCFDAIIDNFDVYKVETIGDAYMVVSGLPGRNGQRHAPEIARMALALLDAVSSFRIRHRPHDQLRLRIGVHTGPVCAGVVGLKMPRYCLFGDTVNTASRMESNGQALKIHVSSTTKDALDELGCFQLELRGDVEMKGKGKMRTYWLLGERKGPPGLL
# NPR1 activator: GC-A (human) enzyme activation; P16066; HEK293 GC-A cells, cGMP TR-FRET, EC30 ANP; 0% at EC30 ANP, 100% saturating ANP; activation, % at 10 µM; actives 0.14% (n = 370,000); AID 1671463; in the data active = activation above about 40%
# hgDAF-12 ag: agonists of H. glycines DAF-12 nuclear receptor | actives 1.8% (n = 370,000) | HEK293 GAL4-hgDAF12 UAS-luciferase reporter, agonist luminescence; normalized to butyrate control | activation, % at 6.8 µM | AID 687014;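 active = activation above a cutoff set at the mean of all screened compounds plus 3 SD, cut at about 10% in these data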;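 also: 0% = DMSO wells and 100% = sodium butyrate wells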
# GAA850 FXN act: increases GAA850 frataxin promoter reporter activity; HEK293 lucGAA850 FXN promoter luciferase reporter, 24 h; percent of 10 µM SAHA response; activation, % at 6 µM; actives 0.56% (n = 360,000);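 active = activation above the average of all compounds screened plus 3 SD, cutoff fixed separately per campaign, cut at about 7.5% in these data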;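 also: 0% = DMSO wells and 100% = 10 µM SAHA wells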
# SMARCA2 activ: increases SMARCA2 function in MMTV reporter cells; MG213 cells, MMTV-luciferase reporter, dexamethasone, overnight; activation, % at 9.1 µM; actives 1% (n = 370,000); AID 652017; in the data active = activation above about 7.8%;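 also: 0% = vehicle wells and 100% = reference activator wells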
# DAX1 inh-1: inhibitors of human orphan nuclear receptor DAX1 (NR0B1); inhibition, % at 6.75 µM; actives 0.99% (n = 340,000); HEK293 Gal4-DAX1 luciferase reporter, luminescence; P51843; AID 504766;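 active = inhibition above the mean over all tested compounds plus 3 SD, cut at about 4.2% in these data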;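 also: 0% = DAX1-transfected cells with DMSO and 100% = empty-vector control cells with DMSO; inhibition shows as a rise in luminescence from relieved DAX1 repression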
# sPLA2-III inh: Blocks human group III sPLA2 activity. Q9NZ20. QFRET BODIPY PC-A2 liposome hydrolysis, fluorescence. inhibition, % at 12.2 µM. actives 0.56% (n = 370,000);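 active = inhibition above mean plus 3 SD of compounds lying within the high and low control bounds, cut at about 19% in these data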;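 also: 0% = median of test compound wells and 100% = no enzyme DMSO wells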
# ssDAF12 agonist: activates DAF-12 receptor from parasite S. stercoralis | HEK293 ssDAF-12/GRIP1 lit1-tk-luc reporter, luminescence; % of 3 µM dafachronic acid response | activation, % at 6.8 µM | actives 1% (n = 370,000) | AID 652126;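 active = activation above the mean over all tested compounds plus 3 SD, cut at about 0.9% in these data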;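 also: 0% = DMSO-only wells and 100% = 3 µM delta7-dafachronic acid wells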
# ADAM10 inh: inhibits human ADAM10; O14672; recombinant ADAM10, EDANS/DABCYL FRET peptide cleavage, 3 h; inhibition, % at 7 µM; actives 0.62% (n = 370,000);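 active = inhibition above a per-campaign cutoff equal to the mean of compounds falling between control-based bounds plus 3 SD, cut at about 20% in these data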;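 also: 0% = DMSO wells while the 100% control is not disclosed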
# DAX1 inh-2: blocks DAX1 repression of SF-1 activated StAR promoter | HEK293T StAR-luciferase reporter, SF-1/DAX-1 repression relief | inhibition, % at 6.8 µM | actives 1.1% (n = 370,000) | AID 652010;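 active = inhibition above the mean over all tested compounds plus 3 SD, cut at about 3.6% in these data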;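 also: 0% = DAX-1 cells with DMSO and 100% = cells lacking DAX-1 with DMSO; higher inhibition means more luminescence from relief of DAX-1 repression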
# Active calls of the source: *; . = not tested or not shown.
SMILES,hcDAF-12 act,GC-B act,NPR1 activator,hgDAF-12 ag,GAA850 FXN act,SMARCA2 activ,DAX1 inh-1,sPLA2-III inh,ssDAF12 agonist,ADAM10 inh,DAX1 inh-2
O=C(NCCCN1CCCC1=O)Nc1ccccc1F,-1.6,-3.2,2.9,1.7,3.2,3.7,0.8,8.2,-0.4,-10.2,1.4
O=C(NCCCc1ccccc1)c1ccccc1,3.4,2.3,0.7,7.0,0.9,3.8,-0.1,-5.1,-0.1,0.8,0.7
Cc1ccc(OCCNC(=O)c2ccc(COc3ccccc3)o2)cc1,-2.2,-2.2,2.2,0.0,1.3,-2.5,1.2,-6.9,-0.4,2.7,2.0
O=C(CN1CCCCC1)N1N=C(c2cccs2)CC1c1cccs1 (stereo not given),-1.7,-2.7,-3.5,0.5,1.6,-0.5,0.0,3.5,-0.6,-0.4,0.0
COc1cc(OC)c(OC)cc1/C=N/N(C)c1ccccc1,-2.7,-11.2,-5.8,-0.8,3.5,-2.5,-1.8,3.4,-1.3,-6.8,-0.7
S=C1N[C@H]2CCCC[C@@H]2N1,0.8,3.1,1.2,1.0,0.3,-3.5,.,-1.6,-0.8,-0.7,0.6
COC(=O)N1C(=O)[C@](c2ccccc2)(C2CCCCC2)N1C(=O)OC,-1.2,-15.3,-11.2,-1.3,-2.5,0.8,-0.9,5.9,-1.7,-4.4,-0.5
Cc1cc(C)n(-c2nnc(N3CCN(c4ccccc4)CC3)nn2)n1,-1.3,2.1,4.6,0.5,2.5,1.4,0.1,0.8,-1.0,-2.1,-0.1
COc1ccc(S[C@]2(C(=O)N3CCN(C(C)=O)CC3)CC(=O)N(C(=O)Nc3ccc(C)c(Cl)c3)[C@@H]2c2ccc(OC)cc2)cc1,-1.2,7.6,3.9,1.9,.,0.1,.,-9.1,-1.5,19.8*,-0.7
CN(CC(=O)NCCc1ccc(Cl)cc1)S(=O)(=O)c1cccs1,-0.2,4.2,0.9,2.5,-1.4,-3.2,-1.2,1.4,-1.0,0.2,0.0
Nc1ncnc2c1ncn2[C@@H]1O[C@H](CO)C[C@H]1O,-2.9,1.6,-0.3,-1.9,-2.2,-2.6,-0.8,0.8,-0.6,8.0,0.6
CCCOC1CCCN(C(=O)c2ccc(OC3CCN(C(=O)CCOC)CC3)cc2)C1 (stereo not given),2.4,0.3,4.1,-0.1,2.7,4.2,0.8,-5.0,-0.9,-7.7,-0.4
O=CN1CCN(C(C(=O)NC2CCCC2)c2cc3c(cc2[N+](=O)[O-])OCO3)CC1 (stereo not given),-0.9,5.7,-0.6,3.0,3.3,-2.7,0.9,3.1,-1.0,-62.5,-0.7
COc1ccc(Cl)cc1NS(=O)(=O)c1cccc(C(=O)NC2CC2)c1,-0.1,-2.8,1.2,-0.7,-0.9,-1.4,-0.6,5.9,-1.4,-9.2,0.1
COc1ccc(-c2csc(N(CC3CCCO3)C(=O)c3ccco3)n2)cc1 (stereo not given),-2.2,-0.6,-2.5,-0.4,-1.8,-2.1,-0.9,0.7,-2.2,-1.8,-1.6
O=S(=O)(c1ccc(N2CCN(S(=O)(=O)c3ccccc3)CC2)nc1)N1CCCC1,-2.2,-4.0,-0.2,0.5,1.6,-4.0,-0.2,2.1,-1.6,-1.7,1.8
CC(C)(C)c1nnc2sc(SCC(=O)NCc3ccco3)nn2c1=O,-0.6,4.3,2.6,-4.2,1.2,1.6,-0.3,-7.2,-1.2,-1.1,0.5
COc1ccc(C(=O)NCCSc2ccccc2C)cc1,5.9*,-4.4,5.9,12.8*,2.4,3.4,1.2,-6.5,0.6,3.4,2.3
O=C(CN1CCN(C(=O)C2COc3ccccc3O2)CC1)Nc1ccc(F)cc1 (stereo not given),0.5,-3.3,4.7,2.5,0.4,5.2,.,0.5,-0.6,7.7,-0.4
Cc1ccc(-c2nc3ccc(Cl)cn3c2Cc2cccc(F)c2)cc1,0.5,15.0,11.7,20.7*,.,2.2,.,-16.8,0.5,-26.7,6.5*
COc1ccccc1NS(=O)(=O)c1cc(C(=O)NCC(C)(C)N2CCOCC2)ccc1C,0.2,-3.4,-2.5,-0.6,1.7,-3.6,-0.7,4.1,-0.9,-5.5,0.9
CNc1cccc(-c2cc(OC)c(OC)c(OC)c2)n1,-1.1,1.2,-1.9,-1.3,5.7,-1.1,.,5.6,-1.4,-63.7,1.3
CCc1ccc(N(C(=O)c2csnn2)C(C(=O)NC(C)(C)CC)c2cccnc2)cc1 (stereo not given),-1.1,-2.8,-4.4,-0.6,2.3,-2.3,-0.7,5.9,-1.6,-5.0,-0.7
Cc1cc2nc(-c3ccc(=O)[nH]c3)n(C)c2cc1C,-0.6,-1.1,0.8,0.4,3.0,1.4,0.0,-8.6,-0.3,-1.9,0.2
Cc1ccc(NS(=O)(=O)c2ccccc2)c(NS(=O)(=O)c2ccccc2)c1,-0.4,4.0,-8.1,0.5,-1.4,5.6,-0.6,-44.9,-0.9,7.3,0.6
CC(=O)Nc1nc(C=C(Cl)Cl)cs1,-0.6,5.1,10.8,1.6,0.3,-0.6,-0.3,-2.8,-0.7,2.8,0.2
S=C(Nc1cccc(Cl)c1)Nc1ccccc1Oc1ccccc1,-1.1,4.6,-0.1,-1.3,0.0,-5.5,-0.7,11.0,-1.0,-5.2,-0.5
CCOc1ccccc1C(=O)NCC(=O)NNC(=O)c1cccs1,1.3,-0.6,3.2,1.2,1.0,-0.9,1.1,8.2,0.2,-3.6,0.4
Cc1nn(-c2ncc(C(F)(F)F)cc2Cl)c(=O)n1-c1cccc(F)c1,0.0,-8.5,3.6,-5.2,-1.4,1.6,-0.5,1.7,-1.6,0.4,-0.5
Clc1ccccc1Nc1nc2ccccc2o1,11.0*,1.8,5.9,13.4*,4.8,6.0,1.4,1.9,1.2*,-13.3,9.3*
O=C(NCc1ccccn1)c1cc(-c2ccncc2)nc2ccccc12,0.6,-5.9,-5.3,-0.6,0.0,2.5,-1.1,1.0,-0.1,-6.8,0.7
C=CCNc1nc2ccccc2nc1NS(=O)(=O)c1ccc(OC)cc1,0.4,2.3,0.8,0.4,-1.4,0.3,1.3,-9.8,-1.2,-220.2,-0.3
CCOc1ccc(Nc2nc(Cl)nc(NCCO)n2)cc1,-1.5,0.6,3.3,3.7,1.9,-0.6,-1.9,5.4,-1.5,4.1,-0.2
COc1ccc(NC(=O)CC2C(=O)N(C)C(=S)N2CCc2ccccc2F)cc1 (stereo not given),-1.4,-2.0,0.5,1.8,-1.8,-2.9,-0.5,-53.0,-0.7,3.8,-1.1
Cc1cc(C)c2c(=O)[nH]c(SCc3ccc([N+](=O)[O-])cc3)nc2n1,4.1,2.9,3.1,-1.8,0.5,-1.2,0.9,3.5,0.1,0.0,0.7
O=C(Nc1ccccc1)c1cc([N+](=O)[O-])ccc1NC1CCCCC1,0.2,0.6,5.9,-0.3,4.2,-5.1,-1.2,-3.7,-1.7,0.5,0.0
COc1ccccc1CN1CCNC(=O)C1CC(=O)NC1CCCCCC1 (stereo not given),-0.9,-1.6,4.7,-0.3,0.4,-1.4,-0.1,2.2,-0.7,-17.0,0.2
CNC(=S)N(Cc1ccc(OC)cc1)Cc1cc2cc(C)ccc2[nH]c1=O,-2.1,1.3,8.5,2.7,1.3,3.5,.,6.1,-1.0,0.1,-0.2
Cc1ccc2c(CC(=O)NCc3cccs3)coc2c1,-1.7,-3.1,-3.1,6.4,-0.8,2.8,0.1,-13.5,-1.8,2.9,0.4
Cc1onc(-c2ccccc2)c1C(=O)Nc1cccc(S(=O)(=O)N2CCCCC2)c1,-1.8,2.8,2.8,-3.1,-1.0,-3.2,-1.6,-21.5,-1.6,-4.4,-1.1
CCCCn1c(N)c(N(CCOC)C(=O)c2cc(C)oc2C)c(=O)[nH]c1=O,1.5,0.4,1.1,1.2,2.6,-2.1,-5.1,3.1,-1.3,50.8*,1.7
CN1CCN(Cc2cc(=O)oc3ccc(Cl)cc23)CC1,-0.8,-2.4,2.6,-0.4,0.5,0.1,1.4,-2.8,-0.9,-8.6,0.0
Cc1ccc(-n2ncc3c(N4CCN(c5ccccc5)CC4)ncnc32)c(C)c1,-1.2,-1.6,6.3,-0.6,-3.6,-2.0,-1.3,6.3,-1.3,3.8,-1.2
O=C(N/N=C/c1ccccn1)C(=O)N1CCCCCC1,-0.5,-3.1,-3.7,-0.4,0.5,-1.1,1.6,-1.3,-1.8,0.1,0.1
O=[N+]([O-])c1ccc(-c2c(O)c3ccccc3c3nc4ccccc4nc23)cc1,2.6,1.3,5.7,-1.6,1.6,-5.2,3.5,0.9,-1.7,1.3,0.3
CC1CCCC(C)N1S(=O)(=O)c1ccc(NC(=O)CNC2CCCC2)cc1 (stereo not given),3.2,0.1,2.8,-1.6,1.0,-3.6,-0.8,3.7,-1.3,1.6,-0.2
Cc1c(NC(=O)c2cn3ccccc3n2)cccc1-n1cnnn1,0.1,4.8,4.7,7.0,3.8,1.8,-1.5,-2.9,-1.1,0.2,0.4
O=C(O)c1ccc2c(c1)C(=O)N(c1cc(C(=O)O)ccc1Br)C2=O,-0.5,1.7,0.6,0.4,1.3,3.4,-1.3,-2.0,-1.2,-4.9,-0.4
O=C(CCN1C(=O)/C(=C/C=C/c2ccccc2)SC1=S)Nc1nccs1,-1.4,-3.2,-3.5,2.2,2.9,-3.2,0.6,-3.8,-1.2,-9.3,0.5
CC(C(=O)N1CCc2ccccc21)N1CCN(Cc2ccc(Cl)cc2)CC1 (stereo not given),-1.0,0.0,1.2,0.0,-0.4,0.6,2.0,-2.0,0.2,-4.8,0.1
O=C(Nc1ccc(S(=O)(=O)N2CCOCC2)cc1)c1nn(-c2ccc(F)cc2)ccc1=O,-1.6,-2.8,-1.1,1.4,2.9,-1.5,0.6,-0.8,-0.2,6.7,-0.1
CC(=O)c1ccc(OC(=O)CCN2c3ccccc3Sc3ccccc32)cc1,-1.3,2.3,-3.8,-1.1,-1.8,2.2,-0.8,-4.0,-0.5,11.4,-0.6
Cc1nc(-c2ccc(F)cc2)c(CC(=O)N2CCN(S(=O)(=O)c3ccccc3Br)CC2)s1,-2.8,-9.9,-6.4,-3.7,-1.5,-2.9,0.9,-6.3,-1.4,0.7,-2.8
CCCNC(=O)CSc1nc(-c2cccs2)cc(C(F)(F)F)n1,-1.1,4.8,1.7,-1.5,0.8,-2.5,-1.1,-1.3,-0.8,-14.8,-1.3

# In another format: entries from further up
# Values in the order – hcDAF-12 act	GC-B act	NPR1 activator	hgDAF-12 ag	GAA850 FXN act	SMARCA2 activ	DAX1 inh-1	sPLA2-III inh	ssDAF12 agonist	ADAM10 inh	DAX1 inh-2
- O=C(Nc1ccc(S(=O)(=O)N2CCOCC2)cc1)c1nn(-c2ccc(F)cc2)ccc1=O
  -1.6	-2.8	-1.1	1.4	2.9	-1.5	0.6	-0.8	-0.2	6.7	-0.1
- Cc1nc(-c2ccc(F)cc2)c(CC(=O)N2CCN(S(=O)(=O)c3ccccc3Br)CC2)s1
  -2.8	-9.9	-6.4	-3.7	-1.5	-2.9	0.9	-6.3	-1.4	0.7	-2.8

# Assay outcomes: PubChem BioAssay, several laboratories
